Screening data as filed in PubChem.
KCNQ1 pot – potentiates or activates the human KCNQ1 potassium channel | P51787 | CHO-K1 KCNQ1, thallium flux FluxOR fluorescence; active compounds read high | B-score at 10 µM | 310,000 compounds, 0.35% hits | AID 2648;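 active means fluorescence ratio B-score, a plate-corrected score, at least three library SD, with initial intensity B-score within 5 SD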
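Schedule – 37 °C overnight plating, 90-min dark dye load, 20-min compound pretreatment · System – stable KCNQ1 CHO-K1 line · Probe or stimulus – thallium- and potassium-containing depolarizing buffer · Measured by – kinetic FluxOR fluorescence, 10 s baseline plus 110 s post-stimulus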
HDAC3 inhib – human HDAC3 inhibition; recombinant HDAC3, fluorogenic peptide/trypsin coupled, fluorescence; AID 2718; inhibition, % at 8.3 µM; 320,000 compounds, 0.15% hits; O15379; in the data active means inhibition above about 26%, passing the limit was not always enough; inconclusive means no clear call, values can overlap the other calls
hERG rescue – shields human hERG channel from block by proarrhythmic agents; 310,000 compounds, 0.51% hits; Q12809; activation (rescue from dofetilide block), less the hit threshold, % at 10 µM; AID 1511; CHO-hERG, FluxOR thallium flux, dofetilide IC70 present;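 active means activation above the mean of controls blocked by dofetilide plus 5 SD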;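 further: thallium influx through hERG after potassium depolarization seen as dye fluorescence rise; in these data hits start at about 4.7%; inactives centre near -7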
GSK3A inh – human GSK-3 alpha kinase inhibition | P49840 | ADP-Glo luminescence, 60 min | inhibition, % at 10 µM | 320,000 compounds, 0.1% hits | AID 2650;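 in the data active means inhibition above about 50%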;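 further: GST-tagged GSK-3 alpha with peptide substrate and 25 µM ATP; 0% = DMSO neutral wells and 100% = GW8510 positive control wells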
Target sequence (P49840 whole entry, looked up): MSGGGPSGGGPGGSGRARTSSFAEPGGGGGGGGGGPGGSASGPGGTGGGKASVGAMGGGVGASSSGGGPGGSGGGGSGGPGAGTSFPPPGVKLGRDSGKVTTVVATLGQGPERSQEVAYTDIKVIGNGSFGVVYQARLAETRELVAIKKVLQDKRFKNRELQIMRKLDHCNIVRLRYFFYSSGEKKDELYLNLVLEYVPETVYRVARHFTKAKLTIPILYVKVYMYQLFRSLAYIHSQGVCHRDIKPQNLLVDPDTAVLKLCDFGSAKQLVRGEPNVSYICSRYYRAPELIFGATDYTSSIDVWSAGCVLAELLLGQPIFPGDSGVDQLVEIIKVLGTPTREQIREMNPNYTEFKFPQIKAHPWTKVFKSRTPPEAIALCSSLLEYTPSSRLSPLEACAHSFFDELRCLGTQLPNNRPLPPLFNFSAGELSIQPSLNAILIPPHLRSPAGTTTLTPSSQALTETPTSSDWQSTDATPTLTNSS
GSK3B inh – inhibitors of human GSK3beta kinase. activity score (negative = inhibition), % at 10 µM. 300,000 compounds, 0.038% hits. GST-GSK3beta kinase, ADP-Glo luminescence, 60 min; active compounds read low;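 active means more than half of replicate wells score below -50%, meaning over 50% inhibition versus plate controls; inconclusive means some replicates but at most half score below -50%; inactive means no replicate scores below -50%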;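 further: 0% = median DMSO wells and -100% = median GW8510 positive control wells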
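Assay system: GST-fused GSK3beta enzyme, cell-free / Medium: Tris pH 7.5 buffer with MgCl2, DTT, BSA, heparin / Also added: peptide substrate plus 25 µM ATP (final) / Compound: 10 µM single point / Timing: kinase reaction with compound 60 min at room temperature / Detection: ADP-Glo luminescence / Benchmarks: DMSO neutral wells and GW8510 at 20 µM as positive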
KCNK9 inh – inhibitors of human KCNK9 two-pore domain potassium channel; HEK293 KCNK9, FluxOR thallium flux fluorescence; active compounds read low; B-score at 10 µM; 310,000 compounds, 1.2% hits;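 active means ratio B-score over 3 SD below the library mean, with starting fluorescence within 5 SD of its mean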;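 further: negative B-score means less thallium flux so channel inhibition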
KCNK3 block – human KCNK3 channel inhibition, primary screen. O14649. CHO-KCNK3 thallium flux, FluxOR fluorescence; active compounds read low. B-score at 10 µM. 340,000 compounds, 0.84% hits. AID 602410;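 active means B-score under library mean minus 4 SD, starting fluorescence ratio at most library mean plus 5 SD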;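 further: more negative B-score means stronger inhibition of thallium flux through KCNK3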
Target sequence (O14649 whole entry, looked up): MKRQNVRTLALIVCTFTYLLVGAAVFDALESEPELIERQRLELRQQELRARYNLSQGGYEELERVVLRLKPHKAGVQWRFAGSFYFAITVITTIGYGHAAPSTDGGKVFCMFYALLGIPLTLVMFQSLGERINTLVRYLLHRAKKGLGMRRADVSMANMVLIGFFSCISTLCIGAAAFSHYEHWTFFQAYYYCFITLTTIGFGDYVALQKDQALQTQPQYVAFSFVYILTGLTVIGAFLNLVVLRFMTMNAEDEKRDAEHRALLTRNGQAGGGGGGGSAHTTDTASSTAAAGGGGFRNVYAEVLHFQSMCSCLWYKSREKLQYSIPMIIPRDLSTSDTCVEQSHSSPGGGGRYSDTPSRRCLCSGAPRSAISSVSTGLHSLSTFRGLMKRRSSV
RGS4 pot – potentiators or activators of RGS4 | HEK293 M3R/inducible RGS4, carbachol calcium flux Fluo4; active compounds read low | B-score at 10 µM | 310,000 compounds, 0.92% hits | AID 463111;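 active means B-score of the integrated calcium signal more than 4 SD below the library mean, with starting fluorescence not abnormally high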;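 further: negative B-score means reduced calcium response which marks RGS4 activation or potentiation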
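System: HEK293 FlpIn-TREx cells, stable M3R, doxycycline-inducible RGS4. Timing: overnight RGS4 induction, 30 min dye load 37 °C, 20 min compound RT. Also added: carbachol, ECmax concentration. Measured by: Fluo4 fluorescence kinetic imaging of calcium. Evaluation: integrated calcium ratio converted to B score.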
KCNQ1 inh – blocks the human KCNQ1 potassium channel; B-score at 10 µM; CHO-K1 KCNQ1, FluxOR thallium flux fluorescence; active compounds read high; 310,000 compounds, 1.3% hits; P51787;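 active means compounds whose thallium flux B-score, printed positive for inhibition, exceeds three library SD while starting fluorescence stays within three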;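 further: channel opened by potassium depolarization with thallium stimulus after 20 min compound exposure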
PolyA inh – inhibitors of polyadenylation in S. cerevisiae | S. cerevisiae SKY197-pL101 polyadenylation reporter, beta-gal luminescence; efflux-impaired pdr1/pdr3 knockout yeast; score 100 = 6 SD above DMSO | 300,000 compounds, 0.02% hits | calls only at 12 µM | AID 1875;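 active means lowest replicate activity score at least 50, where 100 means six control SD above control mean; inconclusive means lowest score under 50 but half or more replicates reach 50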;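 further: yeast exposed to compound for 9 h at 30 °C; higher score means more reporter readthrough which indicates perturbed polyadenylation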
Dyrk1A ADPGlo – blocks rat Dyrk1A kinase activity; Q63470; ADP-Glo luminescence, NFATc1 peptide; inhibition, % at 12.5 µM; 310,000 compounds, 0.43% hits; in the data active means inhibition above about 50%;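 further: plate controls were vehicle with enzyme for no effect and no enzyme for full effect; many of its hits are not listed in these tables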
Starred values were filed as active, the others as inactive; i = inactive; ? = inconclusive; nt = not tested or not shown. Not all compounds are listed; the hit share may differ from the screen's.

Start of the data: the first four records, to show the layout:
SMILES	KCNQ1 pot	HDAC3 inhib	hERG rescue	GSK3A inh	GSK3B inh	KCNK9 inh	KCNK3 block	RGS4 pot	KCNQ1 inh	PolyA inh	Dyrk1A ADPGlo
O=C(CSc1nc2ccccc2s1)Nc1ccc2c(c1)OCO2	i	?	-6	-1	2	i	i	i	i	i	0
Cc1ccc(S(=O)(=O)N2CCN(C(=O)c3ccc(S(=O)(=O)N4CCCC4)cc3)CC2)cc1	i	-1	0	0	3	i	i	i	i	i	0
CCOC(=O)C1CCN(Cc2cccc(Oc3ccccc3)c2)CC1	i	13	-7	-3	3	i	i	i	i	i	nt
CCCc1nc2oc3ccccc3c(=O)c2c(=O)n1CCCOC	i	2	-5	-11	1	i	i	i	i	i	-3

Results, from the first entry:
SMILES	KCNQ1 pot	HDAC3 inhib	hERG rescue	GSK3A inh	GSK3B inh	KCNK9 inh	KCNK3 block	RGS4 pot	KCNQ1 inh	PolyA inh	Dyrk1A ADPGlo
O=C(CSc1nc2ccccc2s1)Nc1ccc2c(c1)OCO2	i	?	-6	-1	2	i	i	i	i	i	0
Cc1ccc(S(=O)(=O)N2CCN(C(=O)c3ccc(S(=O)(=O)N4CCCC4)cc3)CC2)cc1	i	-1	0	0	3	i	i	i	i	i	0
CCOC(=O)C1CCN(Cc2cccc(Oc3ccccc3)c2)CC1	i	13	-7	-3	3	i	i	i	i	i	nt
CCCc1nc2oc3ccccc3c(=O)c2c(=O)n1CCCOC	i	2	-5	-11	1	i	i	i	i	i	-3
O=c1nc(SCc2c(F)cccc2Cl)nc(-c2ccc(Cl)cc2)[nH]1	i	-20	-5	-5	2	i	i	i	i	i	9
COCCn1c(SCC(=O)c2cc(C)n(C)c2C)nc2ccccc2c1=O	i	-7	-16	0	0	i	i	i	i	i	nt
COc1ccc(/C=C2\SC(=S)N(CCC(=O)N3CCOCC3)C2=O)cc1	i	1	-6	-1	0	i	i	i	i	i	nt
Cc1ccc(S(=O)(=O)NC(=O)c2ccccc2)cc1C(C)C	i	-7	-3	-6	4	i	i	i	i	i	0
Cc1ccc(C(=O)NCCSc2ccccc2)cc1S(=O)(=O)Nc1ccccc1	i	11	-12	-2	nt	i	i	i	i	i	5
COc1ccc(CN(Cc2ccc(C(=O)O)cc2)C(=S)Nc2ccccc2F)cc1OC	i	-9	-16	-1	1	i	i	i	i	i	-1
CC(=O)N1CCc2cc(NS(=O)(=O)c3cccs3)ccc21	i	2	1	nt	1	i	i	i	i	i	18
CCOc1ncccc1C(=O)OCc1cc(=O)oc2c(C)c(C)ccc12	i	nt	-11	nt	1	i	i	i	i	i	1
CCN1C(=O)NC(c2ccccc2)(c2ccccc2)C1=O	i	-5	-7	-3	-1	i	i	i	i	i	-6
COC(=O)c1ccc(-c2noc(CN(C)Cc3ccncc3C)n2)cc1	i	-10	-26	-1	3	i	i	i	i	i	-5
O=C(COc1cccnc1[N+](=O)[O-])N1CCN(S(=O)(=O)c2ccc3ccccc3c2)CC1	i	-8	-18	5	3	i	i	i	i	i	0

An excerpt of these results, with two lines to a compound.
Values run as follows: KCNQ1 pot, HDAC3 inhib, hERG rescue, GSK3A inh, GSK3B inh, KCNK9 inh, KCNK3 block, RGS4 pot, KCNQ1 inh, PolyA inh, Dyrk1A ADPGlo
> CCN1C(=O)NC(c2ccccc2)(c2ccccc2)C1=O
→ i, -5, -7, -3, -1, i, i, i, i, i, -6
> CCOC(=O)C1CCN(Cc2cccc(Oc3ccccc3)c2)CC1
→ i, 13, -7, -3, 3, i, i, i, i, i, nt
> CCOc1ncccc1C(=O)OCc1cc(=O)oc2c(C)c(C)ccc12
→ i, nt, -11, nt, 1, i, i, i, i, i, 1

Next section.
SMILES	KCNQ1 pot	HDAC3 inhib	hERG rescue	GSK3A inh	GSK3B inh	KCNK9 inh	KCNK3 block	RGS4 pot	KCNQ1 inh	PolyA inh	Dyrk1A ADPGlo
CC(C)CCOc1cccc(OCC(=O)Nc2ccncc2)c1	i	5	-14	0	-1	i	i	i	12*	i	9
CCOC(=O)c1cnn(-c2ccccc2)c1-n1cccc1C(=O)C(=O)Nc1ccccc1	i	0	-13	4	2	i	i	i	i	i	-1
C=CCn1c(SCC(=O)NC2CC2)nc2sc(CC)cc2c1=O	i	-2	-9	-3	0	i	i	i	i	i	-4
O=C(NCCc1nnc2ccc(N3CCCCCC3)nn12)c1ccccc1F	i	0	-8	1	-4	i	i	i	i	i	-22
O=C(N/C(=C\c1ccc(Br)cc1)C(=O)N1CCCC1)c1ccccc1F	i	-5	-8	-4	0	i	i	i	i	i	-1
COc1ccc(CC(=O)NCCc2ccc(OC)c(OC)c2)cc1	i	-1	-3	-1	-2	i	i	i	i	i	2
NC(=O)c1cccc2c3c([nH]c12)CCCC3	i	-1	-4	13	2	i	i	i	i	i	25
CN(Cc1ccno1)C(=O)CC1C(=O)NCCN1CC(c1ccccc1)c1ccccc1 (stereo unspecified)	i	0	-12	0	0	i	i	i	i	i	-5
COc1ccc(Cl)cc1NC(=O)CSc1nnc(C)c(=O)n1N	i	4	-6	-1	5	i	i	i	i	i	-9
Cc1cccc(NC(=O)CN(c2ccc(C(C)C)cc2)S(=O)(=O)c2c(C)nn(C)c2C)n1	i	14	-7	-1	-3	i	i	i	i	i	2
Cc1ccc(NC2CCCN(C(=O)c3cccc(-c4ncc[nH]4)c3)C2)cc1C (stereo unspecified)	i	6	-7	-1	16	i	i	i	i	i	nt
CN(C)c1ccc(/C=N\Nc2ccccn2)cc1	i	7	-7	-4	-1	i	i	i	i	i	5
O=C(c1cc2cc(F)ccc2[nH]1)N1CCC(Cc2ccccc2)CC1	i	-5	0	-1	2	i	i	i	i	i	-3
COc1ccc(C(CCNC(C)c2ccccc2)c2ccc(F)cc2)cc1 (stereo unspecified)	i	2	-25	3	-4	i	i	i	i	i	-1
CCN1CCN(c2oc(-c3ccc([N+](=O)[O-])cc3)nc2C#N)CC1	i	-2	2	-3	1	i	i	i	i	i	nt
CC(C)OC(=O)C(NC(=O)c1ccccc1)=C1CCCCC1	i	-4	-3	1	-1	i	i	i	i	i	-9
CCOC(=O)C1CCCN(C(=O)c2cc3ncc(Br)cn3n2)C1 (stereo unspecified)	i	-2	-5	-3	-5	i	i	i	i	i	-4
CCCC1(C(=O)OCC)NC(c2ccc(N(C)C)cc2)C2C(=O)N(c3ccc(F)cc3)C(=O)C21 (stereo unspecified)	i	-8	-18	-2	0	i	i	i	i	i	3
CC(c1ccc(F)cc1)n1cc(C(=O)NCCN(C)C)nn1 (stereo unspecified)	i	-1	-5	-7	0	i	i	i	i	i	-1
CN(C)NC(=O)c1csnc1-c1c(Cl)cccc1Cl	i	3	-2	-1	4	i	i	i	i	i	0
CC1(C)CC(=O)C2=C(C1)Nc1ccccc1NC2c1ccccn1 (stereo unspecified)	i	-3	-4	nt	0	i	i	i	i	i	4
CC(=O)Nc1ccc(S(=O)(=O)Nc2nnc(CC(C)(C)C)s2)cc1	i	2	-3	-3	1	i	i	i	i	i	-3
[O-][N+]1=C2CCC/C(=N\O)C2=NC12CCCCC2	i	0	-2	-1	-2	i	i	i	i	i	1
CCc1cc(C(=O)N/N=C/c2ccc(O)cc2O)c2ccccc2n1	i	0	-10	-2	0	i	i	i	i	i	-3
CCOC(=O)c1c(C)[nH]c(C(=O)N/N=C/c2ccc(Br)cc2)c1C	i	nt	-7	-2	2	i	i	i	i	i	0
O=C(Cc1cccs1)Nc1cccc(-c2ccc3nncn3n2)c1	i	4	-13	-1	1	i	i	i	i	i	2
COc1ccc(-n2c(C(C)n3nc(C)c([N+](=O)[O-])c3C)n[nH]c2=S)cc1 (stereo unspecified)	i	8	-14	2	0	i	i	i	i	i	-2
O=S(=O)(NCC1CCCO1)c1ccc(S(=O)(=O)N(Cc2ccc(F)cc2)C2CCCCC2)cc1 (stereo unspecified)	i	12	-8	-2	-2	i	i	i	i	i	-6
Cc1nc(N2CCCCC2)sc1C(=O)c1ccc(SCCO)c([N+](=O)[O-])c1	i	-10	-16	-2	-7	i	i	i	i	i	2
CN(C(=O)c1ccc(NC(=O)c2ccco2)cc1)c1ccccc1	i	-2	-10	7	0	i	i	i	i	i	5
Cc1ccc(NC(=O)CN(C)C(=O)COC(=O)COc2ccc(C#N)cc2)cc1	i	-2	-11	-2	2	i	i	i	i	i	17
CC1(C)CC(=O)C=C(Nc2ccccc2)C1	i	0	-10	-1	5	i	i	i	i	i	-4
CCC(=O)N1N=C(c2ccc(C)o2)CC1c1ccc(N(C)C)cc1 (stereo unspecified)	i	10	-12	-1	0	i	i	i	i	i	-3
COC(=O)C1=C(C)OC(N)=C(C#N)C1c1c(C)nn(C)c1C (stereo unspecified)	i	-2	-1	-4	6	i	i	i	i	i	5
Cc1ccc(NC(=O)CSc2nnc(NC(=O)c3ccco3)s2)cc1	i	4	-11	2	-1	i	i	i	i	i	4
C=CCN=Cc1sc2ccc(OCC)cc2c1O	i	1	-2	-1	-24	i	nt	i	i	i	nt
Cc1cc(NC(=O)CN2C(=O)[C@@H]3[C@H](C2=O)[C@@H]2C[C@H]3C(Br)C2Br)no1 (stereo partly specified)	i	-3	-5	-1	2	i	i	i	i	i	23
CCC(C)C(=O)Nc1ccc(OC)cc1OC (stereo unspecified)	i	8	-6	-2	1	i	i	i	i	i	13
COC(=O)c1c(-c2ccc(Br)cc2)noc1N	i	-2	-6	-1	-1	i	i	i	i	i	6
CC(C)COc1cccc(C(=O)NC(=S)NCc2cccnc2)c1	i	14	-3	0	1	i	i	i	i	i	6
COc1ccc(CCC(C)Nc2cccc(C)c2)cc1 (stereo unspecified)	i	?	-11	2	-2	i	i	i	i	i	1
COC(=O)C1=C(C(=O)OC)[C@@H]2N(C)c3ccccc3[C@@]23C[C@@H](C(=O)OC)N(C(=O)c2cccs2)C3=N1	i	2	-10	-1	0	i	i	i	i	i	-6
COc1cccc(-c2csc(N3CCN(CC(=O)NNC(=O)c4ccco4)CC3)n2)c1	i	5	-16	0	4	i	i	i	i	nt	8
